CCT modulator = High-Throughput Screening for Modulators of Cytosolic Chaperonin Activity | purified chaperonin ATPase assay, HTRF ADP detection, 30 min | activity change, % (test concentration not listed), hits read low | hit rate 0.3% among 360,000; in the data active = activity change below about -30%; note: % is set by controls: 0 for no effect and ±100 for the full control effect
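Enzyme 40 or 20 nM (batch-dependent) in Tris pH 7.4/KCl/MgCl2/DTT; cpd 76 uM single point; ATP 10 uM; 30 min 37 °C; Transcreener ADP HTRF detection, 30 min RT; ratio 665/615.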
MmCpn inh = Inhibitors of TCP-1 ring complex (TRiC) of Methanococcus maripaludis (MmCpn): qHTS; AID 504842, 2011; Potency, µM (top dose mostly 76.9 µM), for the others: at the highest dose activity, negative = inhibition, hits mostly inhibitors; purified Mm-Cpn ATPase, ADP Transcreener TR-FRET; hit rate 0.031% among 330,000; note: potency is the fitted concentration of half-maximal effect; % is set by controls: 0 for no effect and ±100 for the full control effect; nearly all actives have a fitted effect of over 80% in size
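Purified archaeal chaperonin (25 nM final) was preincubated with compound for 10 min at 37°C, then ATP (10 uM final) was added for 30 min at 37°C in Tris pH 7.4/KCl/MgCl2/DTT buffer. ADP was quantified by HTRF Transcreener TR-FRET.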
EPAC2 antag = qHTS for Antagonist of cAMP-regulated guanine nucleotide exchange factor 2 (EPAC2): primary screen; EPAC2 GEF exchange of Rap1B-BODIPY-GDP, fluorescence; Potency, µM (doses to about 114 µM), for the others: at the top dose activity, negative = inhibition, usual class: inhibitors; hit rate 0.18% among 360,000; note: potency is the fitted concentration of half-maximal effect; % is set by controls: 0 for no effect and ±100 for the full control effect; nearly all actives have a fitted effect of over 45% in size; many of its hits are not listed in these tables
Target sequence (Q8WZA2 whole entry, looked up): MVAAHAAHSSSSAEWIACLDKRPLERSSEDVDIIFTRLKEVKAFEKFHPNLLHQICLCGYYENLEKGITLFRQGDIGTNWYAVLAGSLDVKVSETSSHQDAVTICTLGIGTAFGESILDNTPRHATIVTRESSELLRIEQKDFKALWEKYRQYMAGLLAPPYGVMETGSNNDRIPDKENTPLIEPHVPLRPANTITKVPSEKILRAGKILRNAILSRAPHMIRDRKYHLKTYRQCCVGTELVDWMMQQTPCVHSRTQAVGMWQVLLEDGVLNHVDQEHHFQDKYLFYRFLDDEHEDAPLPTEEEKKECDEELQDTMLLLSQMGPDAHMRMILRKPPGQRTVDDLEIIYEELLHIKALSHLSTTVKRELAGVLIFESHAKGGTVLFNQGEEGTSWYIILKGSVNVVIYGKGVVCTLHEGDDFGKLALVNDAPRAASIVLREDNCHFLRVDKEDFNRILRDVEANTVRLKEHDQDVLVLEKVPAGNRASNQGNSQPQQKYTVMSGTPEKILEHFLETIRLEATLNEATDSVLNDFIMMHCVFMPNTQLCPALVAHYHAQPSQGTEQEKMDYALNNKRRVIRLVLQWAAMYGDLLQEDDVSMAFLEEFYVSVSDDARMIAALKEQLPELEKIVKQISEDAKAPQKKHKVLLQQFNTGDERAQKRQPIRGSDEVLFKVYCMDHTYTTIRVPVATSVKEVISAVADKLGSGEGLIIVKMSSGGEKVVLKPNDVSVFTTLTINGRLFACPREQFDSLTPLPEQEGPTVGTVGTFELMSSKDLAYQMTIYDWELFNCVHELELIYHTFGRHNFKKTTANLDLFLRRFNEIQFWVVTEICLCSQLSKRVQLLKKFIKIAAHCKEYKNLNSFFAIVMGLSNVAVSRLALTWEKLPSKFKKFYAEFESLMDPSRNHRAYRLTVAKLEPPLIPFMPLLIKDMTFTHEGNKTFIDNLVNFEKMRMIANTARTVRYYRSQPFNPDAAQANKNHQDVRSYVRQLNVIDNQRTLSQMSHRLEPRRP
PLK1 PBD inh = qHTS for Inhibitors of PLK1-PDB (polo-like kinase 1 - polo-box domain): Primary Screen. hit rate 2.8% among 360,000. Potency, µM, for the others: max response, negative = inhibition, most hits filed as inhibitors. Serine/threonine-protein kinase PLK1 (Homo sapiens), P53350. AID 720504, 2013. Plk1 PBD binding of FITC phosphopeptide, fluorescence polarization; note: potency is the fitted concentration of half-maximal effect; series mostly up to about 57 µM; % is set by controls: 0 for no effect and ±100 for the full control effect; nearly all actives have a fitted effect of over 65% in size
EPAC1 antagonist = qHTS for Antagonist of cAMP-regulated guanine nucleotide exchange factor 3 (EPAC1): primary screen. hit rate 0.14% among 360,000. AID 720709, 2013. Potency, µM (top dose mostly 115 µM), inactives show top-dose activity change, negative = inhibition, usual class: inhibitors. Rap guanine nucleotide exchange factor 3 (Homo sapiens), O95398. EPAC1 GEF assay, Rap1b-BODIPY-GDP exchange fluorescence;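 note: potency is the fitted concentration of half-maximal effect; plate controls were vehicle for no effect and positive control for full effect; nearly all actives have a fitted effect of over 50% in size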
WRN inhibitor = qHTS for Inhibitors of WRN Helicase; Bifunctional 3'-5' exonuclease/ATP-dependent helicase WRN (Homo sapiens), Q14191; WRN helicase unwinding, fluorescent forked duplex, kinetic; Potency, µM (series often up to 114 µM), for the others: at the top dose activity change, negative = inhibition, most hits filed as inhibitors; hit rate 0.46% among 360,000; note: potency is the fitted concentration of half-maximal effect; % is set by controls: 0 for no effect and ±100 for the full control effect; nearly all actives have a fitted effect of over 55% in size
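Kinetic fluorescence helicase assay: unwinding of a quenched forked DNA duplex (100 nM final) with 2 mM ATP final raises red fluorescence (525/598 nm). Compounds sat 15 min at room temperature with 20 nM WRN beforehand.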
EPAC1 ag = qHTS for Agonist of cAMP-regulated guanine nucleotide exchange factor 3 (EPAC1): primary screen | Rap guanine nucleotide exchange factor 3 (Homo sapiens), O95398 | EPAC1 agonist qHTS, biochemical assay; response scale: 100% = response to 6.5 mM cAMP | Potency, µM (top dose mostly 154 µM), inactives show at the highest dose activation, most hits filed as activators | hit rate 0.073% among 360,000; note: potency is the fitted concentration of half-maximal effect; nearly all actives have a fitted effect of over 60% in size
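EPAC1 100 nM, Rap1B–BODIPY-GDP 250 nM, unlabeled GDP 50 uM; compound titration; 5 min RT; kinetic read ex480/em540 at 5-min intervals ×30 min; data normalized to 6.5 mM cAMP agonist control.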
PI5P4K alpha inh = qHTS for Inhibitors of phosphatidylinositol 5-phosphate 4-kinase (PI5P4K) | Phosphatidylinositol 5-phosphate 4-kinase type-2 alpha (Homo sapiens), P48426 | PI5P4Kalpha enzyme, ADP-Glo luminescence, 60 min; active compounds read low | max response, % | hit rate 1.2% among 330,000 | AID 652105, 2013; active = max response of -50% or lower; inconclusive = between -30% and -50%; inactive = -30% or higher; note: value at the top dose of about 77 µM; % is set by controls: 0 for no effect and ±100 for the full control effect
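Luminescence from ADP-Glo served as readout of PI5P4Kalpha activity in a qHTS format. Reaction: enzyme, substrate, compound, ATP at 5 microM final, 60 min at RT.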
* = called active by the depositor; [ ] = dose if it differs, or a comment. Unless noted, calls come from the whole dose curve; as a rule, active = well fitted curve in the direction sought with a large enough effect; inconclusive = small, poorly fitted or top-dose-only effect, or another doubt; inactive = no such curve, though single readings can be large; an effect the other way counts as inactive or inconclusive. An excerpt; rates above refer to the full screens.

For C/C=C(\C)CN1CCC(Oc2cc(C(=O)NC3CC3)ccc2OC)CC1 the results were CCT modulator -3.7, MmCpn inh 2%, EPAC2 antag 23%, PLK1 PBD inh 1%, EPAC1 antagonist 0%, WRN inhibitor 3%, EPAC1 ag 3% and PI5P4K alpha inh 3.
O=C(c1ccccc1)c1ccc2cc(O)ccc2c1 was read as CCT modulator 0.4, MmCpn inh 0%, EPAC2 antag -7%, PLK1 PBD inh -5%, EPAC1 antagonist -6%, WRN inhibitor -11%, EPAC1 ag 6% and PI5P4K alpha inh -1.
For CCC/C(=N/NC(=O)c1nnn(-c2nonc2N)c1CN1CCCCC1)c1ccccc1 the results were CCT modulator 1.3, EPAC2 antag -11%, PLK1 PBD inh 27µM*, EPAC1 antagonist 1%, WRN inhibitor 0%, EPAC1 ag 1% and PI5P4K alpha inh -3.
`O=S(=O)(c1c(F)cccc1F)N1CCCC2CCCCC21` (stereo not given) gave CCT modulator 0.8, MmCpn inh -1%, EPAC2 antag -29%, PLK1 PBD inh 0%, EPAC1 antagonist -22%, WRN inhibitor -4%, EPAC1 ag 1% and PI5P4K alpha inh -2.
Screening OC(c1cc(Cl)cc(Cl)c1)c1ncc(-c2ccccc2F)[nH]1 (stereo not given) returned CCT modulator 0.1, EPAC2 antag -11%, PLK1 PBD inh 1%, EPAC1 antagonist -18%, WRN inhibitor -2%, EPAC1 ag -3% and PI5P4K alpha inh 4.
Screening COc1ccccc1NC(=O)CCS(=O)(=O)c1ccc2c(c1)oc(=O)n2C returned CCT modulator -1.4, MmCpn inh 0%, EPAC2 antag 6%, PLK1 PBD inh inconclusive, EPAC1 antagonist -6%, WRN inhibitor 4%, EPAC1 ag -6% and PI5P4K alpha inh -7.
`Cc1ccc(NCc2nnc(SCC(=O)c3ccc4c(c3)OCCO4)o2)c(C)c1` gave CCT modulator -0.1, MmCpn inh -1%, EPAC2 antag -2%, PLK1 PBD inh -11%, EPAC1 antagonist 8%, WRN inhibitor -6% and EPAC1 ag 3%.
O=P(O)(O)c1ccccc1OCc1ccccc1 was read as CCT modulator -6.1, MmCpn inh -1%, EPAC2 antag -8%, PLK1 PBD inh -3%, EPAC1 antagonist -4%, WRN inhibitor -15%, EPAC1 ag 10% and PI5P4K alpha inh -6.
`COc1ccc(C(=O)NCC(=O)OCC(=O)c2ccc(Cl)cc2)cc1OC` gave CCT modulator 0.9, MmCpn inh 0%, EPAC2 antag -9%, PLK1 PBD inh -2%, EPAC1 antagonist -3%, WRN inhibitor -10%, EPAC1 ag 2% and PI5P4K alpha inh 3.
Screening Cn1cnnc1SCC(=O)c1ccco1 returned CCT modulator 2.0, MmCpn inh 3%, EPAC2 antag 16%, PLK1 PBD inh -24%, EPAC1 antagonist 7%, WRN inhibitor -10% and EPAC1 ag 0%.
Screening CC(C)CCn1nnnc1CN1CCN(C(=O)c2ccco2)CC1 returned CCT modulator -1.6, MmCpn inh 1%, EPAC2 antag 0%, PLK1 PBD inh -10%, EPAC1 antagonist 8%, WRN inhibitor 2%, EPAC1 ag 8% and PI5P4K alpha inh 0.
For O=C(O)CC(Cn1cnnn1)c1ccccc1 (stereo not given) the results were CCT modulator -1.5, MmCpn inh -1%, EPAC2 antag -3%, PLK1 PBD inh -16%, EPAC1 antagonist -2%, WRN inhibitor -7%, EPAC1 ag -1% and PI5P4K alpha inh 0.

Overlap with the part before: 3 entries; new compounds follow.
Screening Cn1cnnc1SCC(=O)c1ccco1 returned CCT modulator 2.0, MmCpn inh 3%, EPAC2 antag 16%, PLK1 PBD inh -24%, EPAC1 antagonist 7%, WRN inhibitor -10% and EPAC1 ag 0%.
Screening CC(C)CCn1nnnc1CN1CCN(C(=O)c2ccco2)CC1 returned CCT modulator -1.6, MmCpn inh 1%, EPAC2 antag 0%, PLK1 PBD inh -10%, EPAC1 antagonist 8%, WRN inhibitor 2%, EPAC1 ag 8% and PI5P4K alpha inh 0.
For O=C(O)CC(Cn1cnnn1)c1ccccc1 (stereo not given) the results were CCT modulator -1.5, MmCpn inh -1%, EPAC2 antag -3%, PLK1 PBD inh -16%, EPAC1 antagonist -2%, WRN inhibitor -7%, EPAC1 ag -1% and PI5P4K alpha inh 0.
`NS(=O)(=O)c1cccc(NC(=O)COC(=O)C2(c3cccc(F)c3)CCCC2)c1` gave CCT modulator -3.4, MmCpn inh inconclusive, EPAC2 antag -13%, PLK1 PBD inh -11%, EPAC1 antagonist inconclusive, WRN inhibitor -7%, EPAC1 ag 8% and PI5P4K alpha inh 3.
Screening Nn1c(SCc2nc3ccccc3[nH]2)nnc1-c1ccccc1 returned CCT modulator -0.2, MmCpn inh -2%, EPAC2 antag 6%, PLK1 PBD inh -3%, EPAC1 antagonist 2%, WRN inhibitor -1%, EPAC1 ag 2% and PI5P4K alpha inh -4.
For CC1(C)CC(=O)C2=C(C1)N(Cc1ccco1)C(=O)C2(NC(=O)c1cccnc1)C(F)(F)F (stereo not given) the results were CCT modulator -3.5, MmCpn inh -1%, EPAC2 antag -6%, PLK1 PBD inh -10%, EPAC1 antagonist 1%, WRN inhibitor 1%, EPAC1 ag 4% and PI5P4K alpha inh 2.
Screening CCCn1c2c(c(O)c(C(=O)Nc3ccc(OC)cc3)c1=O)CCCC2 returned CCT modulator -4.1, MmCpn inh -4%, EPAC2 antag -5%, PLK1 PBD inh -5%, EPAC1 antagonist -10%, WRN inhibitor -8%, EPAC1 ag -1% and PI5P4K alpha inh 3.
For OCc1cn(-c2ccccc2)nc1-c1cc2ccccc2o1 the results were CCT modulator -0.3, MmCpn inh inconclusive, EPAC2 antag -6%, PLK1 PBD inh 5%, EPAC1 antagonist -17%, WRN inhibitor -1%, EPAC1 ag -8% and PI5P4K alpha inh 3.
For COC(=O)c1ccc(NC(=O)Cc2ccccc2)cc1 the results were CCT modulator 0.6, MmCpn inh -2%, EPAC2 antag 9%, PLK1 PBD inh 0%, EPAC1 antagonist 2%, WRN inhibitor 3%, EPAC1 ag -14% and PI5P4K alpha inh 1.
Screening C#CC(C)(C)NC(=S)NC1CC2C=CC1C2 (stereo not given) returned CCT modulator 2.8, MmCpn inh -4%, EPAC2 antag 4%, PLK1 PBD inh -15%, EPAC1 antagonist inconclusive, WRN inhibitor -17%, EPAC1 ag -10% and PI5P4K alpha inh 3.
Screening CCCN1CCC(=O)N(CCSc2ccc(OC)cc2)CC1 returned CCT modulator 2.4, MmCpn inh 1%, EPAC2 antag -1%, PLK1 PBD inh 1%, EPAC1 antagonist 32%[activator], WRN inhibitor -2%, EPAC1 ag 0% and PI5P4K alpha inh 7.
For O=C(NC1CCCc2ccccc21)C1CCC(CNc2c(N3CCOCC3)c(=O)c2=O)CC1 (stereo not given) the results were CCT modulator -2.0, MmCpn inh 0%, EPAC2 antag 8%, PLK1 PBD inh 3%, EPAC1 antagonist -1%, WRN inhibitor -3%, EPAC1 ag -11% and PI5P4K alpha inh 0.
For c1ccc(CN2C3=NCCCN3c3ccccc32)cc1 the results were CCT modulator -2.3, MmCpn inh -1%, EPAC2 antag -7%, PLK1 PBD inh -6%, EPAC1 antagonist -12%, WRN inhibitor -28%, EPAC1 ag 6% and PI5P4K alpha inh 4.
For CC(=O)Oc1ccc(/C=N/NC(=O)c2ccc(N(C)S(=O)(=O)c3ccccc3)cc2)cc1 the results were CCT modulator 1.3, MmCpn inh -1%, EPAC2 antag 15%, PLK1 PBD inh 2%, EPAC1 antagonist 7%, WRN inhibitor -14%, EPAC1 ag 1% and PI5P4K alpha inh -22.
CC(C)(C)c1ccc(C(=O)N/N=C/c2ccccn2)cc1 was read as CCT modulator 0.3, MmCpn inh 1%, EPAC2 antag 6%, PLK1 PBD inh 4%, EPAC1 antagonist 12%, WRN inhibitor 3%, EPAC1 ag -4% and PI5P4K alpha inh 7.
For O=C(CNC(=O)c1ccccc1Cl)N/N=C/c1ccc([N+](=O)[O-])s1 the results were CCT modulator 0.3, MmCpn inh 0%, EPAC2 antag 0%, PLK1 PBD inh -18%, EPAC1 antagonist -19%, WRN inhibitor -26%[57.1 µM], EPAC1 ag 16% and PI5P4K alpha inh 1.
For CC(C)(CNC(=O)CNC(=O)c1ccccc1F)N1CCOCC1 the results were CCT modulator -1.1, MmCpn inh 2%, EPAC2 antag 1%, PLK1 PBD inh -8%, EPAC1 antagonist -8%, WRN inhibitor 6%, EPAC1 ag 6% and PI5P4K alpha inh -2.
For Cc1ccc(C)c(-n2c(Cc3cccs3)n[nH]c2=S)c1 the results were CCT modulator 1.6, MmCpn inh 1%, EPAC2 antag -3%, PLK1 PBD inh -6%, EPAC1 antagonist 30%, WRN inhibitor -5%, EPAC1 ag -9% and PI5P4K alpha inh -2.
COCCNC(=O)c1onc(CSc2ccccc2F)c1C(=O)O was read as CCT modulator -1.3, MmCpn inh -1%, EPAC2 antag 11%, PLK1 PBD inh -7%, EPAC1 antagonist 7%, WRN inhibitor -5%, EPAC1 ag 2% and PI5P4K alpha inh -20.
CNC(=S)NC(CC(=O)OC)c1ccc2c(c1)OCO2 (stereo not given) was read as CCT modulator -2.6, MmCpn inh -4%, EPAC2 antag 3%, PLK1 PBD inh -9%, EPAC1 antagonist 9%, WRN inhibitor -4%, EPAC1 ag 16% and PI5P4K alpha inh 1.
`Cc1cc(C)n2nc(SCc3cccc(S(=O)(=O)N(C)C)c3)nc2n1` gave CCT modulator 1.4, MmCpn inh 1%, EPAC2 antag 3%, PLK1 PBD inh -20%, EPAC1 antagonist -8%, WRN inhibitor 7%, EPAC1 ag -5% and PI5P4K alpha inh -8.
`Cc1cc(=O)cc(C)n1-c1ccc(O)cc1` gave CCT modulator -0.9, MmCpn inh -1%, EPAC2 antag 2%, PLK1 PBD inh -4%, EPAC1 antagonist 6%, WRN inhibitor 2%, EPAC1 ag 0% and PI5P4K alpha inh 1.
